# BaF3 parental: parental Ba/F3 cell viability inhibition, counter-screen for JAK2V617F inhibitor project, murine pro-B, CellTiter-Glo luminescence | CellTiter-Glo ATP luminescence | inhibition, % at 5.6 µM | 1.1% of 220,000 active | AID 1486, 2009;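 active = inhibition above a per-campaign cutoff, the mean inhibition of all tested compounds plus 3 SD, cut at about 27% in these data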;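 note: 0% = DMSO wells and 100% = JAK Inhibitor I control wells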
# NPY-Y1 PAM-ag: NPY-Y1 receptor potentiators or agonists, primary screen, cell-based; Neuropeptide Y receptor type 1 (Homo sapiens), P25929; 0.37% of 220,000 active; activation, % at 3.6 µM; NPY-Y1 expressing cells, potentiator/agonist activation; AID 1304, 2008; in the data active = activation above about 33%, passing the limit was not always enough;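 note: cells stimulated with NPY at EC10 then isoproterenol at EC100; 0% = low agonist plus stimulus and 100% = saturating agonist plus stimulus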
# RBBP9 inh: human RBBP9 inhibitors, primary screen, biochemical, fluorescence polarization, FP-Rh probe, HTS. Serine hydrolase RBBP9 (Homo sapiens), O75884. recombinant RBBP9. inhibition, % at 7.94 µM. 0.2% of 220,000 active. AID 1515, 2009;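 active = inhibition above the campaign mean of all tested compounds plus 3 SD, cut at about 14% in these data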;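 note: plate controls were DMSO wells with RBBP9 for no effect and wells lacking RBBP9 protein for full effect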
# Target sequence (O75884 whole entry, looked up): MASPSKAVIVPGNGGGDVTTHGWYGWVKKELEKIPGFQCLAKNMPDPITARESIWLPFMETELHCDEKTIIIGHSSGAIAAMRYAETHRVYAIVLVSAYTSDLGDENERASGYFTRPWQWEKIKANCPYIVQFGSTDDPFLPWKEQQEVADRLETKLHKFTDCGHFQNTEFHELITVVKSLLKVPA
#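 System: RBBP9 protein / Buffer or medium: Tris/NaCl buffer pH 8.0 with 0.1% Pluronic / Probe or stimulus: Serine-hydrolase probe FP-Rh, 375 nM pre-mixing / Dosing: 7.94 µM single dose, 0.794% DMSO / Times: enzyme-compound preincubation 30 min, then probe labeling 45 min, 25 °C / Technique: fluorescence polarization (mP), excitation 525 nm, emission 598 nm / Replication: singlicate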
# S1P4 antagonist: S1P4 receptor antagonists, primary screen, cell-based; Sphingosine 1-phosphate receptor 4 (Homo sapiens), O95977; S1P4-expressing cells, antagonist mode, reporter read-out; inhibition, % at 4.98 µM; 0.26% of 220,000 active; AID 1510, 2009; in the data active = inhibition above about 29%;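 note: 0% = wells stimulated with agonist and 100% = vehicle wells without agonist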
# NPY-Y2 PAM-ag: NPY-Y2 potentiators or agonists, primary screen, cell-based; cells expressing NPY-Y2, potentiator/agonist read-out; activation, % at 3.6 µM; 0.45% of 220,000 active; AID 1359, 2008; in the data active = activation above about 27%;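 note: cells stimulated with NPY near EC25 plus isoproterenol at EC100; 0% = vehicle plus submaximal agonist and 100% = vehicle plus saturating agonist; some results beyond the cut were filed as inactive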
# NPY-Y1 antag: NPY-Y1 receptor antagonists, primary screen, cell-based; 1% of 200,000 active; inhibition, % at 3.6 µM; Neuropeptide Y receptor type 1 (Homo sapiens), P25929; HEK293-CNG Y1 cells, membrane potential fluorescence; NPY at EC95, then isoproterenol;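 active = inhibition above the campaign mean inhibition of all tested compounds plus 3 SD, cut at about 20% in these data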;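 note: 0% = DMSO wells given NPY plus isoproterenol and 100% = isoproterenol alone without NPY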
#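 Material: HEK293 Y1/CNG channel cell line | Also added: NPY (25 nM), isoproterenol (1 µM), Ro 20-1724 (25 µM) | Compound: One concentration, 3.6 µM, in 0.4% DMSO | Schedule: 3 h dye uptake, 1 h room-temperature compound, 45 min post-isoproterenol | Signal: Membrane-potential fluorescent dye readout | Read-out: % inhibition of NPY effect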
# S1P4 ag: S1P4 receptor agonists, primary screen, cell-based; Sphingosine 1-phosphate receptor 4 (Homo sapiens), O95977; S1P4-expressing cell line, agonist reporter assay; activation, % at 4.98 µM; 0.35% of 220,000 active; AID 1509, 2009; in the data active = activation above about 11%;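 note: 0% = DMSO vehicle and 100% = reference agonist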
# Runt-CBFb FRET: inhibitors of RUNX1 Runt–CBFb binding, primary screen, biochemical, FRET, Cerulean-Runt, Venus-CBFb, uHTS | Cerulean-Runt/Venus-CBFb FRET ratio 530/480, 1 h | inhibition, % at 20 µM | 0.46% of 220,000 active | Runt-related transcription factor 1 (Homo sapiens) + Core-binding factor subunit beta …;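 active = inhibition over about 50% at 20 µM in the single-dose screen, limit read from the data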;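 note: 0% = DMSO wells and 100% = excess unlabeled CBFb competitor control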
# Target sequence (Q01196 whole entry, looked up): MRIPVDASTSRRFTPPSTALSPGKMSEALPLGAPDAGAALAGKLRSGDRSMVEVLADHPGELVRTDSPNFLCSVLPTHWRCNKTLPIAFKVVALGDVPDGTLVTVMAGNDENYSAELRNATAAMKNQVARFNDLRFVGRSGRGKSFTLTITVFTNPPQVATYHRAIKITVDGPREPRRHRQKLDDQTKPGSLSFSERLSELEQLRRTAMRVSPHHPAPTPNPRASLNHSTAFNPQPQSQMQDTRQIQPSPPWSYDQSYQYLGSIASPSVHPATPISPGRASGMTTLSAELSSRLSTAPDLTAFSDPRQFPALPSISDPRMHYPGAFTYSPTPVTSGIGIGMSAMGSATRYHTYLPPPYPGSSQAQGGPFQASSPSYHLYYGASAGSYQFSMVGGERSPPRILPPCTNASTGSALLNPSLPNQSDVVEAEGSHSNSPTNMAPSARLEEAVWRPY
# Target sequence (Q13951 whole entry, looked up): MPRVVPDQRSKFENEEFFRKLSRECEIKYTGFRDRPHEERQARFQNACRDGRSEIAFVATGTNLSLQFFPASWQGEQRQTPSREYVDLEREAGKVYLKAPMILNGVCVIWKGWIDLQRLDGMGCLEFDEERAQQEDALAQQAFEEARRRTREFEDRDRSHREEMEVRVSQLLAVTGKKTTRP
#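 Measured by: fluorescence energy transfer, 422 nm excitation, 530/480 nm emission; test system: Cerulean-tagged RUNX1 Runt domain (FRET donor) fusion protein; buffer or medium: Tris pH 7.5 buffer with BSA; compound: one dose, 20 µM compound, 1% DMSO; times: two 1 h room-temperature incubations shielded from light; benchmarks: unlabeled CBFb 5 µM, positive control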
# Ba/F3 V617F tox: reduced viability of JAK2V617F-dependent Ba/F3 cells, primary screen, JAK2V617F inhibitor project, cell-based, Ba/F3 EpoR-JAK2V617F, luminescence; ATP luminescence; 1.1% of 220,000 active; inhibition, % at 5.6 µM;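 active = inhibition above the campaign mean plus 3 SD over all tested compounds, cut at about 24% in these data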;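 note: cytokine-independent growth of Ba/F3 cells driven by EpoR plus mutant JAK2; 0% = DMSO-treated cells and 100% = JAK inhibitor I control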
# * marks the source's active call; other numbers are inactive results; nt = no result given.
# The line under a structure holds: NPY-Y2 PAM-ag	NPY-Y1 PAM-ag	Runt-CBFb FRET	S1P4 antagonist	NPY-Y1 antag	S1P4 ag	RBBP9 inh	Ba/F3 V617F tox	BaF3 parental
1: CN1C(=O)c2ccccc2N(C)C1c1ccc2c(c1)OCO2 (configuration not stated)
 : -1.6	-8.6	8.7	-6.3	3.7	0.4	-2.2	-1.4	-2.5
2: C=CCSC1=C(C#N)C(c2cc(Br)c(O)c(OC)c2)CC(=O)N1 (configuration not stated)
 : 4.4	-12.2	16.1	-5.1	2.5	2.1	-1.3	4.0	6.8
3: Cc1ccc2c(c1)Sc1c(ccc3ccccc13)N2
 : 17.3	5.4	5.8	15.4	nt	0.9	-0.7	-0.5	-0.4
4: CCN(CC)S(=O)(=O)c1cc([N+](=O)[O-])ccc1NNC(=O)Nc1ccc(F)cc1
 : 6.1	9.3	9.0	-2.8	-2.7	-3.5	-6.7	-0.3	4.8
5: Cc1ccc(C2(C(F)(F)F)NC(=O)N3N=C4CCCCCN4C3=C2C#N)cc1 (configuration not stated)
 : -0.8	-8.1	-1.5	-13.7	14.8	0.9	-4.2	-0.5	3.1
6: COc1ccc(C(=O)OCc2cc3cccc(C)c3[nH]c2=O)cc1
 : 0.8	-3.8	-1.8	-9.8	-7.0	-0.1	2.2	-4.0	0.4
7: O=C(Nc1ccccc1)c1ccsc1
 : -6.8	13.3	-2.0	-22.2	-3.6	1.7	-9.0	1.3	2.9
8: O=S(=O)(NCCc1cn2ccccc2n1)c1ccc(F)c(C(F)(F)F)c1
 : -21.7	-6.6	nt	4.9	-0.5	-1.7	-5.2	4.1	3.8
9: O=c1[nH]c(SCc2ccccc2Cl)nc2c1CCC2
 : -3.2	-3.1	0.1	-9.8	-2.9	1.6	-7.2	5.2	4.2
10: Cc1cc(NC(=O)CCC(=O)N(c2ccccc2)C(C(=O)NC2CCCCC2)c2cccs2)no1 (configuration not stated)
 : 16.0	-4.4	-2.5	-0.1	9.5	-1.5	-6.4	-4.2	2.2
11: CCC1C(C#N)=C(N)OC2=C1C(=O)CC(C)(C)C2 (configuration not stated)
 : 4.8	6.2	1.8	0.3	5.2	-3.6	4.6	-2.6	3.9
12: Cc1cccc(N(C(=O)Cn2nnc3ccccc32)C(C(=O)NCc2ccco2)c2ccncc2)c1C (configuration not stated)
 : -6.3	-7.7	-1.0	-4.9	-3.8	-1.4	-4.0	4.2	4.3
13: O=C(COC(=O)c1cccs1)NCC1CCCCC1
 : -7.3	0.7	-1.1	-5.8	4.7	0.9	-2.4	-0.9	4.1
14: Cc1cccc(CN2CCN(C(=O)CCl)CC2)c1
 : 8.8	-3.3	-2.0	-1.2	4.5	0.5	-4.2	-0.8	3.0
15: COc1ccccc1NC(=S)NCCc1ccc(S(N)(=O)=O)cc1
 : -12.8	10.4	-0.7	-1.2	4.0	1.4	-7.3	1.3	2.8
16: COc1ccc(-n2c(N)c(C(=O)NCC3CCCO3)sc2=S)cc1 (configuration not stated)
 : -7.2	-10.6	2.1	12.1	4.5	-0.1	-5.8	-2.7	5.6
17: C=C(C)COc1ccc(-c2nc(N)nc(C)c2Oc2ccccc2OC)c(O)c1
 : -9.8	9.8	-2.5	-7.2	1.7	1.4	-6.8	2.5	5.5
18: Cc1occc1C(=O)N/N=C/c1c[nH]c2ccccc12
 : -10.6	-0.3	0.0	-0.1	2.4	-0.6	-3.6	5.2	3.9
19: Cn1c(NCc2ccccc2O)nc2ccccc21
 : 10.1	-10.7	0.9	-7.6	1.3	0.2	-9.7	1.8	3.7
20: COc1ccc(C(=O)c2sc(NC(C)C)nc2N)cc1OC
 : -18.3	3.6	-0.9	-17.5	2.6	1.7	2.8	-4.1	-3.8
21: CCN(Cc1ccncc1)C(=S)Nc1ccccc1
 : 3.3	0.8	0.1	-7.8	1.5	3.5	3.7	0.7	3.8
22: COc1ccccc1-n1c(SCC(=O)NC(C)(C)C)nnc1-c1ccco1
 : -10.4	-5.0	0.5	-4.3	0.2	-1.4	-2.1	2.9	-2.9
23: COc1ccc2[nH]c(=O)c(CN(C(=O)c3ccncc3)C(C)(C)C)cc2c1
 : -7.9	-6.1	-1.1	-1.9	-2.8	-1.2	-3.1	3.6	7.8
24: COc1cccc(NC(=O)Nc2cccc(C(=O)O)c2)c1
 : 0.4	8.1	-2.1	3.7	0.5	1.1	-3.2	-1.9	0.8
25: COc1ccc(F)c(-c2nc(CN3CCC(c4ccccc4)CC3)c(C)o2)c1
 : -20.5	-15.5	1.0	-0.8	9.8	0.0	-10.4	3.0	9.4
26: CCOC(=O)N1CCN(C(=O)c2ccc(OC)c(S(=O)(=O)N3CCOCC3)c2)CC1
 : -1.1	-5.8	-0.3	-6.7	-3.6	0.7	-6.7	-0.9	0.8
27: CCOC(=O)c1c(NC(=O)Nc2ccc(Cl)cc2)sc(C)c1C
 : 1.2	7.0	1.9	-0.4	6.4	-1.1	-9.9	-1.2	-1.7
28: CCN(CC)S(=O)(=O)c1cccc(-c2nnc(SCc3nc4ccccc4s3)o2)c1
 : 6.0	-11.6	-1.9	-7.3	7.4	-1.4	-10.0	-4.5	2.4
29: CC1CCN(CCOc2ccc(Cl)c(Cl)c2)CC1
 : -2.6	-39.5	-2.3	-8.9	17.8	2.3	-6.0	-3.1	2.4
30: Cn1c(=O)c2c(SCc3cccnc3)nc(C3CC3)nc2n(C)c1=O
 : -11.5	-5.2	1.6	-17.2	6.0	-2.9	-2.9	-0.9	10.8

# New compounds follow:
# The line under a structure holds: NPY-Y2 PAM-ag	NPY-Y1 PAM-ag	Runt-CBFb FRET	S1P4 antagonist	NPY-Y1 antag	S1P4 ag	RBBP9 inh	Ba/F3 V617F tox	BaF3 parental
31: OC1CCN(C(=S)Nc2ccc(Nc3ccccc3)cc2)CC1
 : 0.8	11.3	12.2	-14.7	-3.1	0.1	-4.5	0.5	-3.6
32: CC(C)N(C(=O)Cn1c(-c2ccccc2Cl)nc2ccccc21)c1ccccc1
 : -3.1	-13.9	-4.3	12.8	2.4	0.1	-4.6	3.4	8.4
33: CNCCCCOc1ccc(C(C)(C)C)cc1Cl
 : -13.6	-16.4	0.8	0.2	11.1	0.1	-4.2	2.9	3.7
34: C#Cc1cccc(NC(=O)CSc2nnc(-c3ccc(C(F)(F)F)cn3)o2)c1
 : 11.0	-6.4	-0.3	1.0	nt	-0.3	2.1	2.9	-2.4
35: NS(=O)(=O)c1ccc(NCc2cc(Cl)ccc2OCc2ccc(F)cc2)cc1
 : 3.0	-0.8	-3.5	-27.6	5.9	1.6	-13.2	0.7	5.0
36: CC(=O)Nc1ccc(Nc2c3ccccc3nc3ccccc23)cc1
 : -4.2	13.0	10.8	-53.4	2.2	4.2	-10.8	101.9*	97.3*
37: CCOC(=O)c1csc(NC(=O)CCSc2ccccc2)n1
 : -14.5	-17.3	-0.1	-12.4	1.4	0.8	-9.4	-0.8	0.8
38: Cc1nc2[nH]onc2c2nccc(=O)c12
 : -18.6	-17.0	-19.6	2.5	3.5	5.4	9.2	-4.5	1.4
39: COc1ccc(C)cc1-n1cnnn1
 : 6.3	9.8	0.1	-9.3	nt	0.5	-0.2	-6.2	-2.7
40: Cc1nn(C)c(C)c1NC(=O)CCSc1nc(-c2ccco2)cc(C(F)(F)F)n1
 : 1.8	3.0	-0.5	-14.5	1.1	-2.0	-1.5	5.1	0.5
41: COC(CNC(=O)c1ccc2c(c1)nc(C)n2-c1cccc(F)c1)OC
 : 7.8	-2.2	3.1	6.7	2.0	-2.2	5.1	-1.2	-0.9
42: Cc1ccccc1OCCNc1cc(N2CC(C)NC(C)C2)ccc1[N+](=O)[O-] (configuration not stated)
 : 27.6	16.6	-1.6	6.0	-9.4	-0.7	-4.9	5.8	7.9
43: COC(=O)c1[nH]c2cccc(OC)c2c1NC(=O)CCN1CCSCC1
 : 4.8	3.6	0.4	-1.0	nt	-0.4	-9.3	-4.4	-2.2
44: Cn1c(=O)[nH]c(=O)c2c1nc(N1CCOCC1)n2CCSc1nc2ccccc2[nH]1
 : -12.8	-10.6	-2.1	3.8	-2.7	-0.3	-3.5	2.8	3.5
45: CCOC(=O)N1CCN(C(=O)Nc2sc3nc4n(c(=O)c3c2C)CCC(C)CC4)CC1 (configuration not stated)
 : 3.0	1.3	3.7	-9.7	1.9	-0.9	1.6	3.3	2.9
46: O=C(O)/C=C/c1ccc(S(=O)(=O)Nc2ccc(C(=O)NCC(=O)O)cc2)cc1
 : -0.1	-11.2	-1.0	-7.0	1.0	0.1	-2.6	-3.7	3.4
47: Cc1cccc(NC(=O)CN2CCCN(S(=O)(=O)c3ccc(Br)s3)CC2)c1
 : 15.2	-6.7	-1.2	3.3	3.3	-0.8	-9.3	-0.3	5.0
48: NS(=O)(=O)c1ccc(CCNC(=O)CC(NC(=O)c2ccccc2Cl)c2ccccc2)cc1 (configuration not stated)
 : 4.8	4.8	-0.8	9.9	nt	0.5	-8.3	-3.4	-5.4
49: Cc1cc(C)n(C(=O)c2ccc(NC(=O)C3COc4ccccc4O3)cc2)n1 (configuration not stated)
 : 4.9	-2.2	0.5	-1.0	0.3	-0.5	-6.2	-1.5	2.3
50: COc1ccc(-c2cc(C(F)(F)F)nc(S(C)(=O)=O)n2)cc1OC
 : -56.2	-32.4	3.7	27.6	14.2	-0.1	-7.3	37.9*	32.3*
51: CCOc1ccc(CCNC(=O)C2CCN(c3nnc(-n4cccc4)s3)CC2)cc1
 : -2.5	-7.7	3.7	-9.0	5.7	0.2	-4.2	-2.5	8.0
52: CC(=O)Nc1nnc(COc2ccc(Cl)cc2)s1
 : 12.4	9.0	-0.4	-7.5	7.1	0.4	-4.2	0.8	5.8
53: O=C1CCCN1c1ccc(S(=O)(=O)Nc2cccnc2)cc1
 : -2.6	0.9	0.2	-5.7	7.5	-1.8	3.7	-2.6	8.2
54: CC(C)Sc1nc2[nH]ncc2c(=O)[nH]1
 : 3.5	-7.0	3.9	-8.2	-1.2	2.6	-1.6	3.6	6.0
55: N#CC1=C(N)N2C(=C(C#N)C1c1ccc(Br)cc1)Nc1ccccc12 (configuration not stated)
 : -2.5	13.3	18.9	-4.2	-7.2	1.2	2.6	1.4	7.5
56: CCC(CC)c1nnc(NC(=O)c2nn(C)c(=O)c3ccccc23)s1
 : -7.3	12.8	-6.3	-2.7	-0.9	-2.1	-11.7	5.6	2.4
